# POLI inh: inhibitors of human DNA polymerase iota; Potency, µM (highest dose often 115 µM), inactives show at the highest dose activity, negative = inhibition, most hits filed as inhibitors; Pol iota fluorescent replication assay, 10 min; 390,000 compounds, 1% hits; AID 588590; Q9UNA4; note: potency is the fitted concentration of half-maximal effect
#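 Fluorescent replication assay read twice, at 0 min and 10 min after adding 50 nM (final) substrate. Enzyme (10 nM) and compounds were first incubated 15 min at room temperature; enzyme-free buffer wells were negative controls.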
# Anesthetic bind: binds horse apoferritin like a general anesthetic | P02791 | apoferritin/1-aminoanthracene competitive binding, fluorescence | Potency, µM (series often up to 77.5 µM), for the others: at the top dose activity change, negative = displacement, actives largely listed as inhibitors | 350,000 compounds, 0.074% hits | AID 485281; note: potency is the fitted concentration of half-maximal effect; % is set by controls: 0 for no effect and ±100 for the full control effect; nearly all actives have a fitted effect of over 20% in size
#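 Apoferritin-based anesthetic binding model; compound displacement of fluorescent 1-AMA measured as endpoint fluorescence after 10 minutes at room temperature, scaled to free-ligand and complex controls.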
# RXFP1 antag: antagonists of human relaxin receptor RXFP1; Q9HBX9; HEK293-RXFP1, relaxin-stimulated cAMP HTRF, 30 min; active compounds read low; activity change, negative = inhibition, % at 57.5 µM; 350,000 compounds, 0.59% hits; AID 1259400;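 active = activity change of -60% or lower, but not beyond a set lower limit; inconclusive = change between -60% and -40%, or beyond the set limit; inactive = change above -40%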; note: % is set by controls: 0 for no effect and ±100 for the full control effect
# PGK inhibitor: inhibitors of T. brucei phosphoglycerate kinase | P07378 | PGK/GAPDH coupled, Kinase-Glo luminescence, 60 min | Potency, µM (doses to about 57.5 µM), for the others: at the top dose activity change, negative = inhibition, most hits filed as inhibitors | 380,000 compounds, 0.043% hits | AID 602233; note: potency is the fitted concentration of half-maximal effect; % is set by controls: 0 for no effect and ±100 for the full control effect; nearly all actives have a fitted effect of over 60% in size
#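 Luminescent ATP detection (Kinase-Glo Plus) follows a 60-minute room-temperature incubation, with wells lacking PGK as controls. Buffer: 100 mM TEA (pH 7.6), 5 mM MgCl2, 0.01% Tween-20. Coupling enzyme GAPDH (100 nM final) supplies unstable 1,3-BPG in-well.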
# POLB inh: inhibitors of human DNA polymerase beta | P06746 | Pol beta primer extension/strand displacement, fluorescence kinetic | Potency, µM (titrated, usually from 114 µM), inactives show at the top dose activity change, negative = inhibition, most hits filed as inhibitors | 340,000 compounds, 1.3% hits; note: potency is the fitted concentration of half-maximal effect; % is set by controls: 0 for no effect and ±100 for the full control effect
#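 Preincubation: enzyme (10 nM) with compound, 15 min, RT. Reaction: substrate added to 50 nM final. Reads: 0 and 10 min. Analysis: normalized, Hill fit.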
# BLM helicase inh: inhibitors of human Bloom syndrome helicase BLM; AID 2528; recombinant BLM DNA unwinding, fluorescence dequenching; 350,000 compounds, 0.2% hits; Potency, µM (series often up to 56.1 µM), inactives show top-dose activity change, negative = inhibition, usual class: inhibitors;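 note: potency is the fitted concentration of half-maximal effect; plate controls were vehicle for no effect and no enzyme for full effect; nearly all actives have a fitted effect of over 35% in size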
# Target sequence (P54132 whole entry, looked up): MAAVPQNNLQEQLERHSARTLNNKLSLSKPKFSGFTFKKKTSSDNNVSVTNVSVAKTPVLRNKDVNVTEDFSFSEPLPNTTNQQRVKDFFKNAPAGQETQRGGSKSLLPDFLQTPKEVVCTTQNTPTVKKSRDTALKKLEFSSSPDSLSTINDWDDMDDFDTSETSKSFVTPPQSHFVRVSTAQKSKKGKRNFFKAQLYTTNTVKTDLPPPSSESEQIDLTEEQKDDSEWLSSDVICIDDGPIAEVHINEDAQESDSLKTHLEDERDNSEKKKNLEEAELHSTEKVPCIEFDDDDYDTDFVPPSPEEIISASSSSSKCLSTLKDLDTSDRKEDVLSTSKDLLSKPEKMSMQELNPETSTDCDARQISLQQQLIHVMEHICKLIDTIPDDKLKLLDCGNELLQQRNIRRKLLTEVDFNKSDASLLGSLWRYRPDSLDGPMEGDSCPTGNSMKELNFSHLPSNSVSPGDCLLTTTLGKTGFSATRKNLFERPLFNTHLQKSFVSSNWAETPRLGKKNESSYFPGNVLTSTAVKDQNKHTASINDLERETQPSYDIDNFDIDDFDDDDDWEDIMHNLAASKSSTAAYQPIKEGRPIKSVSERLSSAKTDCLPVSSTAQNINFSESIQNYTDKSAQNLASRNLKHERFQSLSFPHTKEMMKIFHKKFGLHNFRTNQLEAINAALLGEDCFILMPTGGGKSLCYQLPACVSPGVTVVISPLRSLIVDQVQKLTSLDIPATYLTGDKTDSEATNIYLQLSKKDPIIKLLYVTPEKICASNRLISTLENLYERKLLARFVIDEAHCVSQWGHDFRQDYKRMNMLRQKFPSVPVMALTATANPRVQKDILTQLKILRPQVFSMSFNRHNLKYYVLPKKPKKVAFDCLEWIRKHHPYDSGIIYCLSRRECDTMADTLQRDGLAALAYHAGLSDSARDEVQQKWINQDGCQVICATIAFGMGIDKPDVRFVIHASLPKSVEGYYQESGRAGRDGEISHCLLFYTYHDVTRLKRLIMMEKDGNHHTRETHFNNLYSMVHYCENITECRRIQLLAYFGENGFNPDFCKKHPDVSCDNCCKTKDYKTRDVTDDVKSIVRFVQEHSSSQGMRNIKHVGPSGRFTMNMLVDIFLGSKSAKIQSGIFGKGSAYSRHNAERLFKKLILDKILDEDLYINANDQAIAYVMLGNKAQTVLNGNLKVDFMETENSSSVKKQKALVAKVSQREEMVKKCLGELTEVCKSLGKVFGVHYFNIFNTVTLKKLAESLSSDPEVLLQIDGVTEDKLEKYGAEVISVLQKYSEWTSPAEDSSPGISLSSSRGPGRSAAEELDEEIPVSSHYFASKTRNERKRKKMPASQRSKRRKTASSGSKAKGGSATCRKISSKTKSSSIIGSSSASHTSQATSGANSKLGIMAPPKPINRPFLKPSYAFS
# POLK inh: DNA polymerase kappa (human) inhibition | purified Pol kappa, fluorescent DNA synthesis assay, 10 min | Q9UBT6 | 400,000 compounds, 0.53% hits | Potency, µM (titrated, usually from 107 µM), inactives show at the highest dose activity, negative = inhibition, most hits filed as inhibitors; note: potency is the fitted concentration of half-maximal effect; % is set by controls: 0 for no effect and ±100 for the full control effect
#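 Fluorescent qHTS in 1536-well format: enzyme (10 nM) and compound sat 15 min at room temperature before 50 nM substrate (final) was added. Signal taken at 0 and 10 min; no-enzyme buffer wells were negative controls.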
# POLH inh: blocks human DNA polymerase eta activity; Q9Y253; recombinant Pol eta, fluorescent DNA replication assay; Potency, µM (series often up to 114 µM), for inactives: at the top dose activity change, negative = inhibition, hits mostly inhibitors; 390,000 compounds, 1.2% hits; AID 588591; note: potency is the fitted concentration of half-maximal effect; % is set by controls: 0 for no effect and ±100 for the full control effect
#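 Pol eta (10 nM) was preincubated with compounds for 15 min at room temperature, after which fluorescent replication substrate (50 nM final) was added to start the reaction. Fluorescence was read kinetically at 0 and 10 min.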
# APE1 inh: inhibitors of human APE1 endonuclease; P27695; recombinant APE1, TAMRA/BHQ-2 abasic DNA cleavage fluorescence; Potency, µM (highest dose often 65.8 µM), inactives show at the top dose activity change, negative = inhibition, actives largely listed as inhibitors; 350,000 compounds, 0.35% hits;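 note: potency is the fitted concentration of half-maximal effect; plate controls were vehicle for no effect and reference inhibitor for full effect; nearly all actives have a fitted effect of over 55% in size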
#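 Readout is kinetic fluorescence (ex 525, em 598 nm) from cleavage of 50 nM TAMRA/BHQ-2 THF abasic duplex by 0.75 nM APE1, compound added 15 min beforehand at RT.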
# * = called active by the depositor; i = inactive; ? = inconclusive; · = no result given; & = joins results of further samples; [ ] = another dose, or the depositor's remark. Unless noted, calls come from the whole dose curve; as a rule, active = well fitted curve in the direction sought with a large enough effect; inconclusive = small, poorly fitted or top-dose-only effect, or another doubt; inactive = no such curve, though single readings can be large; an effect the other way counts as inactive or inconclusive. This is a subset; rates above refer to the full screens.
smiles | POLK inh | POLI inh | RXFP1 antag | POLB inh | APE1 inh | POLH inh | Anesthetic bind | BLM helicase inh | PGK inhibitor
COc1ccc(-c2cc(C(=O)N(C)Cc3ccccc3F)c3ccccc3n2)cc1OC | -5.7% | 5.3% | -8.9 | 9.8% | -10.6% | -9.6% | -2.7% | -2.4% | -3.3%
Clc1ccc(Br)cc1-c1nc(-c2ccncc2)no1 | -15.6% | 22.5% | 0.0 | 17.1% | 15.1% | ? | -3.6% | -8.2% | -14.3%
O=C1c2cccc3cccc(c23)C(=O)N1CCCN1CCN(c2ccc(F)cc2)CC1 | -6.4% | -5.5% | 1.1 | -0.2% | -5.5% | -8.8% | ? | 8.9% | -7.0%
O=C(COC(=O)/C=C/c1cccc(Br)c1)NCCc1ccccc1 | -7.0% | -3.5% | -5.2 | · | -4.7% | -8.5% | · | · | -6.1%
CCC1(C)Cc2ccccc2/C(=C/C(=O)N2CCCCC2)N1 (stereo not drawn) | -11.8% | 27.9% | -7.2 | 21.8% | -5.8% | -3.1% | -23.7% | -3.9% | -3.6%
CCOc1ccc(CCNC(=O)c2cn(C)c3ccc(S(=O)(=O)N4CCCCCC4)cc3c2=O)cc1OCC | -0.4% | 10.3% | -7.8 | 24.2% | · | -18.4% | -22.5% | -1.8% | 2.5%
CCCS(=O)(=O)c1c(S(=O)(=O)CCC)c2c(N)cccn2c1C(=O)c1ccc(OC)cc1 | -26.7% | 48.9%[activator] | -8.7 | -21.8% | 3.9% | -3.7% | -18.7% | -14.6% | 4.5%
Cc1ccc(CN2CCSc3ccc(C(=O)NCCc4ccccc4)cc32)cc1 | -8.1% | -2.1% | -6.2 | 34.6% | · | -8.9% | 403.8%[activator] | -6.7% | -3.3%
COc1ccccc1-c1nn2c(=O)cc(C)nc2s1 | -0.4% | 20.3% | -2.9 | 1.8% | -4.4% | -7.4% | -3.1% | 3.3% | 4.4%
CCOC(=O)CNC(=O)Nc1nnc(-c2ccc(OCC)cc2)o1 | -5.2% | 28.5% | 1.9 | 79.4µM* | -1.9% | 7.0% | -9.4% | -6.3% | -9.2%
S=c1[nH]ncn1/N=C/c1cccs1 | -1.9% | 5.0% | 24.1 | -0.7% | 4.1% | -3.3% | -4.8% | -0.8% | -0.7%
CC1(C)CC(=O)c2cnc(NC(=O)c3ccco3)nc2C1 | -4.5% | 14.0% | 3.9 | 9.4% | -3.2% | -19.4% | -15.0% | 1.4% | -3.0%
Cc1ccc(NC(=O)CN(C)CC(=O)Nc2ccccc2C(=O)Nc2ccccc2)cc1 | 2.6% | 55.4%[activator] | -9.7 | -1.0% | -10.1% | -20.4% | -18.8% | -6.5% | i
COC(=O)C(C(=O)OC)c1ccccc1[N+](=O)[O-] | -9.6% | 14.8% | 3.6 | -0.2% | 4.5%&-3.6% | -2.0% | -2.1% | 0.9%&-0.1% | 6.0%
O=C(C1CCCN(c2ncnc3c2nc2n3CCCCC2)C1)N1CCN(c2ccc(F)cc2)CC1 (stereo not drawn) | 4.3% | 9.3% | 14.8 | 21.7% | 36.1% | -24.0% | -15.3% | -1.8% | -3.7%
COc1cccc(C(=O)NC(=S)Nc2ccc(Cl)c(C(=O)O)c2)c1 | -8.6% | -14.8% | -13.0 | 1.1% | 2.5% | -13.6% | -14.2% | -1.1% | i
CCC(=O)Nc1ccc(-c2cc(-c3ccccc3)nc(-c3ccc(NC(=O)CC)cc3)n2)cc1 | -5.2% | 17.0% | -7.3 | -16.2% | -6.4% | -8.1% | -14.4% | -0.4% | -0.6%
O=C(NCCCCNC(=O)c1ccccn1)c1ccccn1 | 12.2% | 18.8% | -2.4 | -2.2% | 2.4% | -21.3% | -4.1% | -2.5% | -6.9%
O=C(CSc1ccsc1[N+](=O)[O-])N1CCCCC1 | 4.5% | 38.1%[activator] | -27.5 | 18.1% | ? | -9.6% | ? | -8.2% | i
CCOC(=O)C1CCCN(C(=O)c2cc3c(=O)n4ccccc4nc3s2)C1 (stereo not drawn) | -2.7% | 19.8% | -6.1 | 0.2% | 8.8% | -13.6% | 7.3% | -0.4% | -2.3%
CSc1ncc(C(=O)N2CCN(c3ccc(Cl)cc3)CC2)c(C)n1 | 1.9% | 16.4% | 0.0 | 4.4% | · | -6.7% | 28.3% | 0.4% | i
Cc1cccc(NC(=O)Cn2nc(N3CCN(c4ccccc4)CC3)ccc2=O)c1C | 0.5% | ? | -9.0 | -17.8% | · | 8.4% | ? | -1.3% | -4.2%
Cc1ccc(S(=O)(=O)N2CCC(C(=O)OCC(=O)N3CCCCC3C)CC2)cc1C (stereo not drawn) | -3.1% | 10.9% | -4.1 | · | 37.2% | -16.7% | · | · | -0.4%
Cc1ccc(Nc2c3c(nc4ncnn24)CC(C)CC3)cc1 (stereo not drawn) | -3.1% | 1.6% | -2.1 | 0.1% | -0.9% | -14.8% | 7.1% | -0.7% | 3.0%
CC(C)CC1(C(=O)NCc2ccccn2)C=CCN1C(=O)c1ccccc1 (stereo not drawn) | 12.2% | 20.1% | · | ? | 0.5%&-2.4% | -11.7% | 2.8%&-10.1% | -0.1%&2.2% | -10.2%

# 2 entries drawn at random from the list so far:
smiles | POLK inh | POLI inh | RXFP1 antag | POLB inh | APE1 inh | POLH inh | Anesthetic bind | BLM helicase inh | PGK inhibitor
O=C(NCCCCNC(=O)c1ccccn1)c1ccccn1 | 12.2% | 18.8% | -2.4 | -2.2% | 2.4% | -21.3% | -4.1% | -2.5% | -6.9%
O=C(C1CCCN(c2ncnc3c2nc2n3CCCCC2)C1)N1CCN(c2ccc(F)cc2)CC1 (stereo not drawn) | 4.3% | 9.3% | 14.8 | 21.7% | 36.1% | -24.0% | -15.3% | -1.8% | -3.7%

# Further records
smiles | POLK inh | POLI inh | RXFP1 antag | POLB inh | APE1 inh | POLH inh | Anesthetic bind | BLM helicase inh | PGK inhibitor
CS(=O)(=O)N1CCC(C(=O)NCCN2CCN(Cc3ccccc3)CC2)CC1 | -9.3% | 15.5% | -8.8 | -6.2% | -1.7% | -3.3% | 5.9% | -8.8% | ·
O=[N+]([O-])c1ccc(S(=O)(=O)NCC(c2cccnc2)N2CCc3ccccc32)cc1 (stereo not drawn) | -3.6% | -8.4% | -3.9 | · | 14.3% | -13.0% | · | · | -1.5%
CCOc1ccc(CN2CCN(CC(O)Cn3c4ccccc4c4ccccc43)CC2)cc1 (stereo not drawn) | -16.0% | 12.9% | -1.3 | -14.2% | -0.6% | -11.2% | -16.4% | 4.8% | 1.0%
COc1ccccc1Nc1ncccc1C(=O)NCc1ccccc1 | 3.1% | 29.0% | 5.2 | -6.1% | -1.8% | -5.6% | -4.4% | 4.4% | -7.6%
O=C(CSc1nncs1)NNC(=O)c1ccco1 | -15.0% | -13.3% | -2.0 | · | 5.5% | -3.5% | · | · | -5.1%
O=C(OCCN=C1NS(=O)(=O)c2ccccc21)c1ccccc1F | -20.1% | 84.5%[activator] | -19.5 | 11.1% | 28.9% | -12.3% | -3.0% | -0.9% | -4.0%
Cc1c(NS(=O)(=O)c2ccc(Br)cc2)c(=O)n(-c2ccccc2)n1C | -5.9% | 79.8%[activator] | -0.6 | -0.6% | 57.8% | -1.0% | -13.1% | -2.6% | -4.3%
Cc1cc(C)n(-c2nncn2NC(=O)c2ccc(Cl)cc2O)n1 | -10.4% | -1.6% | 12.0 | 11.8% | 5.4% | -2.5% | -5.0% | 2.0% | -5.3%
COc1cccc(CNC(=O)CSc2nc(=O)[nH]c3c2CCC3)c1 | -5.6%[60.1 µM] | 29.6% | -19.2 | 2.1% | · | -1.7% | -9.4% | -0.1% | 3.1%
Fc1ccc(Oc2ncccn2)c(F)c1 | 5.9% | 9.5% | -3.2 | 27.3% | -6.1% | -15.0% | -4.2% | 1.4% | -9.0%
Nc1nonc1C(=O)OCC(=O)N1CCCCC1 | -14.9% | 35.6%[activator] | 2.9 | -0.5% | -3.8% | 3.5% | -5.2% | 2.4% | -13.1%
Oc1c(CN2CCCC(C(F)(F)F)C2)cc(Cl)c2ccccc12 (stereo not drawn) | 2.1% | 222.8%[activator] | -10.9 | 0.3% | 64.1%[activator] | -14.5% | -9.6% | -4.5% | -0.5%
COc1cccc(C2CC(c3cccs3)=NN2C(=O)CSC2=NN3CCCC(=O)N=C3S2)c1OC (stereo not drawn) | -11.8% | ? | 2.0 | 2.6% | 9.5% | 2.5% | 0.4% | -0.3% | -4.4%
O=C(Nc1ccc(CN2CCCCC2)cc1)c1cccc(F)c1 | 2.4% | 124.8%[activator] | -17.2 | 25.0% | 1.4% | -1.8% | -13.3% | 1.3% | 8.9%
Cc1ccc(NC(=O)COC(=O)CCc2c(C)nc3nc(N)nn3c2C)cc1C | -6.6% | -12.1% | 5.8 | · | 13.8% | -6.0% | · | · | -2.5%
O=C(OCc1cccc2ccccc12)c1ccc2c(=O)[nH]c(CN3CCOCC3)nc2c1 | -2.2% | 15.2% | -4.9 | 12.0% | 15.2% | -2.7% | -14.0% | -3.6% | 8.3%
COC(=O)CN1C(=O)[C@H]2[C@@H](c3ccc(C)o3)N3C(=O)CN(Cc4ccccc4)C(=O)[C@@]3(Cc3ccccc3)[C@H]2C1=O | 1.7% | -25.8% | · | 11.4% | 11.6% | ? | -11.3% | -5.3% | -4.2%
COc1ccc(-c2nc(CN3CCC(C(=O)NCCCN4CCN(c5ccccc5F)CC4)CC3)c(C)o2)cc1OC | -4.7% | 11.1% | 0.8 | 8.0% | · | -14.9% | -20.3% | 22.6% | -3.8%
COc1ccc(CC(=O)Nc2ccc3c(c2)CCC3)cc1S(=O)(=O)N1CCOCC1 | -13.7% | 11.0% | 7.1 | 23.1% | -0.4% | -12.9% | ? | -1.6% | -1.4%

# Single entries from the entries so far:
# Entry for CCOc1ccc(CN2CCN(CC(O)Cn3c4ccccc4c4ccccc43)CC2)cc1 (stereo not drawn) under BLM helicase inh: 4.8%
# Entry for COc1ccc(CC(=O)Nc2ccc3c(c2)CCC3)cc1S(=O)(=O)N1CCOCC1 under POLH inh: -12.9%
# Entry for Cc1cc(C)n(-c2nncn2NC(=O)c2ccc(Cl)cc2O)n1 under Anesthetic bind: -5.0%

# Screening data (PubChem)
